Compound activity as filed in PubChem.
mHTT CaM bind = inhibitors of human mutant huntingtin-calmodulin interaction | P42858 | AlphaScreen His-mHTT/GST-CaM binding, luminescence | inhibition, % at 15 µM | 190,000 compounds, 3.6% hits;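 note: 0% = both proteins with DMSO and 100% = one protein alone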
Target sequence (P42858 whole entry, looked up, stated change not applied): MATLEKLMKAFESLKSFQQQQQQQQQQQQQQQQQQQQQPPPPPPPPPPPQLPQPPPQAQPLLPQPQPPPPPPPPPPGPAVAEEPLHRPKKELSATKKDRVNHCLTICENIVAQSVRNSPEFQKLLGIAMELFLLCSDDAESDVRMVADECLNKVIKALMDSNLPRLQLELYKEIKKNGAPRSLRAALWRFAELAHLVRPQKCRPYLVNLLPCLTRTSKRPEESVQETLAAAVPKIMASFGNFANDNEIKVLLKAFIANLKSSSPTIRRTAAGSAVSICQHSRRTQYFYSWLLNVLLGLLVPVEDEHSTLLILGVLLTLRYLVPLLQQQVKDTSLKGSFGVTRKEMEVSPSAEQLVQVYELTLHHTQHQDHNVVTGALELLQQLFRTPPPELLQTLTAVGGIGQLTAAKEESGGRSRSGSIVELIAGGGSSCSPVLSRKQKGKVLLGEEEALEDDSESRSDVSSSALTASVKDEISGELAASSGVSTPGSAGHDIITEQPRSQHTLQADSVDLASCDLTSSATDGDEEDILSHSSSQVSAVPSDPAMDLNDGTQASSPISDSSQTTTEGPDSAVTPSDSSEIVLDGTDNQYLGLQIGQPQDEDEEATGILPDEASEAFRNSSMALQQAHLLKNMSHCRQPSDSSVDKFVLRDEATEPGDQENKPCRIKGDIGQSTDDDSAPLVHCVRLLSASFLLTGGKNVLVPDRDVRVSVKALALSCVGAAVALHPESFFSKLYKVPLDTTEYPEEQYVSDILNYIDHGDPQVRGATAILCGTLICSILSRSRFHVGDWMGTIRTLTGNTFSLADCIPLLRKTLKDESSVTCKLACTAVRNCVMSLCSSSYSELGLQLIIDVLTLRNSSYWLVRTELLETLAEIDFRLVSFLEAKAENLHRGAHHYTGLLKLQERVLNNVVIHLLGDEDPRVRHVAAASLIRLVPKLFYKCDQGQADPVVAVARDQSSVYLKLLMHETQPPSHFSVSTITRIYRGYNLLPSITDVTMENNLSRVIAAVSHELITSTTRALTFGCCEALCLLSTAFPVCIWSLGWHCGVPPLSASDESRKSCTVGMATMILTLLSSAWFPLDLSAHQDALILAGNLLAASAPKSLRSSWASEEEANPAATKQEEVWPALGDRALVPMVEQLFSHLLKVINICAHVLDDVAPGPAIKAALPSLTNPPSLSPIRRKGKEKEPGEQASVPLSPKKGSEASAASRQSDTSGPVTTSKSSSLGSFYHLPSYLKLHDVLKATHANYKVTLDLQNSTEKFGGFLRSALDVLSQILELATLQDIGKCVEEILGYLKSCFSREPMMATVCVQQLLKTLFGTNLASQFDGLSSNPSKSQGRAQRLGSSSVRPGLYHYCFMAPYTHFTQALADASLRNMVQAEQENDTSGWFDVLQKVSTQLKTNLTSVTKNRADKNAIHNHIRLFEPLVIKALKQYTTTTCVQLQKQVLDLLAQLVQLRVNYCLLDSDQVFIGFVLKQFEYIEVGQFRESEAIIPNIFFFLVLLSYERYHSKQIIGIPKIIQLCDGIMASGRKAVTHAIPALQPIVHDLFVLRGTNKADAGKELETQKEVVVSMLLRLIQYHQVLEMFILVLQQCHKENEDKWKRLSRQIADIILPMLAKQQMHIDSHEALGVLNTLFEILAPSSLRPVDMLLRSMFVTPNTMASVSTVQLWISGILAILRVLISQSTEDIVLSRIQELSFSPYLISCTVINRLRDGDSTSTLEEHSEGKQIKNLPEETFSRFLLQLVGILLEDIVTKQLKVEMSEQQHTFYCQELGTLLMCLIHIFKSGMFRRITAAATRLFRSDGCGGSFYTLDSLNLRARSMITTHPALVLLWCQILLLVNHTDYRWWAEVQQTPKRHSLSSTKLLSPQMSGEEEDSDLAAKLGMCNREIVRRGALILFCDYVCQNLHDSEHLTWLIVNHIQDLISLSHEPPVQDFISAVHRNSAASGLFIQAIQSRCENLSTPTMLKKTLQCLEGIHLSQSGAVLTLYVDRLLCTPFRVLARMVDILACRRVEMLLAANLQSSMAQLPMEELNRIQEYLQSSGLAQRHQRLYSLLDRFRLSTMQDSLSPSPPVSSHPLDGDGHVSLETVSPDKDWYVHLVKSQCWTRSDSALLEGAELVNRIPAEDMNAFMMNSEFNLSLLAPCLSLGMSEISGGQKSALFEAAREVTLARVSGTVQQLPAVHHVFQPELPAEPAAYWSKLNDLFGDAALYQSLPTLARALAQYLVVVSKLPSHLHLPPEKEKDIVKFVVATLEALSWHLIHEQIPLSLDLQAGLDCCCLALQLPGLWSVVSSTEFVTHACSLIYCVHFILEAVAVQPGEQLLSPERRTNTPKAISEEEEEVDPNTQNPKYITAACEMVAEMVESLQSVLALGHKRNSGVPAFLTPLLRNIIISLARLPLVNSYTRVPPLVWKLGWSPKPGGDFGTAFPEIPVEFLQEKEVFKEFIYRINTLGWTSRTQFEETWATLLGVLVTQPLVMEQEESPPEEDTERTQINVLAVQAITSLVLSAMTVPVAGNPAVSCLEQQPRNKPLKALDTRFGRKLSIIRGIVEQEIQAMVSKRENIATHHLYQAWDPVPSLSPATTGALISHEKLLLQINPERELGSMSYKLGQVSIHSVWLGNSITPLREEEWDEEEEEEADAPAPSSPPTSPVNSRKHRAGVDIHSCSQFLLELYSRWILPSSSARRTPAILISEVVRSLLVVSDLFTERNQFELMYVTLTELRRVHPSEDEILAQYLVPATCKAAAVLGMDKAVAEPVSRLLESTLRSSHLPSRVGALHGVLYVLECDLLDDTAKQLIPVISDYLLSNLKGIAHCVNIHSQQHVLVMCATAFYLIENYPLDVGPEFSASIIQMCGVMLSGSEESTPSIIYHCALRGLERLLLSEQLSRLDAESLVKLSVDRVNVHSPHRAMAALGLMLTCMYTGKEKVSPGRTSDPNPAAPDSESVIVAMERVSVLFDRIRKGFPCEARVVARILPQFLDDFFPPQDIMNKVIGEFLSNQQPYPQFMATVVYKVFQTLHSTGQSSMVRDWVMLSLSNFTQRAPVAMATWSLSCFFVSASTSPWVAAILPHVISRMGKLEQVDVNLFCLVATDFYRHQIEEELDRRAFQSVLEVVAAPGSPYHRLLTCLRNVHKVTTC
Pf apPOL block = Pf-apPOL DNA polymerase inhibition; Recombinant Pf-apPOL, molecular beacon fluorescence, 1.5 h; inhibition, % at 10 µM; 210,000 compounds, 0.25% hits; AID 1794808
* = called active by the depositor; / = not tested or not shown; & = joins results of further samples. Cut-off read from the data, not from the text of the source: active = inhibition above about 50%; inactive = the rest. Random draw from the library; overall some 3.5% were active at least once.

SMILES | mHTT CaM bind | Pf apPOL block
CCCCCCCCNC(=O)C1CSCCS(=O)(=O)N1Cc1ccccc1 (stereo not drawn) | -5 | -1
CCc1nc2ccccc2nc1N(C)N=Cc1ccc(Cl)cc1Cl | / | -7
Cn1c(C2CCN(S(=O)(=O)c3ccc(Cl)cc3)C2)nc2cccnc21 (stereo not drawn) | 0 | 2
COc1ccc(C2SCC(=O)N2c2ccc(Br)cc2)cc1 (stereo not drawn) | -14 | -2
COc1cc(/C=C/[N+](=O)[O-])cc(Cl)c1OCc1cccc(C(=O)O)c1 | 57* | -4
O=c1[nH]c(SCc2cccc(F)c2)nc2c1CN(Cc1ccccc1)CC2 | 0 | 1
CCc1c(-c2ccccc2)oc2nc3c(c(=O)n(C)c(=O)n3C)n12 | -3 | -7
COc1cc2c(cc1OC)C(NNC(N)=O)=NC(C)(C)C2 | -8 | 1
c1ccc2c(c1)OC1(CCCCC1)O2 | -5 | /
NC(=O)c1cc2ccccc2oc1=NCc1ccccc1 | 1 | -2
Cc1onc(-c2c(Cl)cccc2Cl)c1C(=O)ON1C(=O)CCC1=O | / | 0
CC(=O)Nc1cc(C(=O)NC2CCCC(C)C2C)ccc1S(=O)(=O)c1ccc(Cl)cc1 (stereo not drawn) | 5 | 71*
O=C(C(c1ccccc1)n1cccc1)N1CCCC1 (stereo not drawn) | 20 | 1
COc1cc(C)nc(N(CC(=O)O)S(=O)(=O)c2ccc(C)cc2)n1 | 1 | 18
CN(C)c1nc2cc(C(=O)NC3CCCC3)sc2n1-c1ccccc1 | 5 | 1
CCc1ccc(NC(=O)COc2ccc(Cl)cc2)cc1 | -22 | -2
O=S(=O)(NC1CCCCC1)c1ccc(I)cc1 | -30 | -7
CC(=O)c1ccc(N2CCN(C(=O)c3ccccc3F)CC2)c(F)c1 | -1 | -1
Cc1c(O)ccc(NS(=O)(=O)c2ccc(Cl)cc2)c1C | 3 | 2
O=C(c1ccc(OC(F)(F)F)cc1)N1CC(c2nc(-c3ccncc3)no2)C1 | 7 | -29
CC12c3ccccc3C(c3ccccc31)C1C(=O)N(c3nccs3)C(=O)C12 (stereo not drawn) | 3 | -14
Cc1onc(-c2ccccc2)c1C(=O)Nc1ccc(C(C#N)=Cc2ccccn2)cc1 | / | -3
CN(CCc1ccccn1)C(=O)CCC1CCN(c2cc(NC3CC3)ncn2)CC1 | 0 | -4
Cc1ccc(-n2c(SCC(=O)Nc3ccc(F)cc3)nc3c(c2=O)SCC3)cc1 | 10 | 3

Of the compounds above, four have fluorine:
SMILES | mHTT CaM bind | Pf apPOL block
O=c1[nH]c(SCc2cccc(F)c2)nc2c1CN(Cc1ccccc1)CC2 | 0 | 1
CC(=O)c1ccc(N2CCN(C(=O)c3ccccc3F)CC2)c(F)c1 | -1 | -1
O=C(c1ccc(OC(F)(F)F)cc1)N1CC(c2nc(-c3ccncc3)no2)C1 | 7 | -29
Cc1ccc(-n2c(SCC(=O)Nc3ccc(F)cc3)nc3c(c2=O)SCC3)cc1 | 10 | 3

Whole records, quoted from the list.
CCc1ccc(NC(=O)COc2ccc(Cl)cc2)cc1 across the screens: mHTT CaM bind = -22; Pf apPOL block = -2
CC(=O)c1ccc(N2CCN(C(=O)c3ccccc3F)CC2)c(F)c1 across the screens: mHTT CaM bind = -1; Pf apPOL block = -1

(further entries)
SMILES | mHTT CaM bind | Pf apPOL block
COC(=O)C1=C(C)NC2=C(C(=O)CC(c3ccco3)C2)C1c1ccc2c(c1)CCO2 (stereo not drawn) | / | 7&16
CC(C)C(=O)NCCC1CCN(C(=O)NC2CCCCC2)CC1 | -8 | -5
O=C(NCc1ccccc1Cl)C1CCCN(c2nccnc2Oc2ccccc2)C1 (stereo not drawn) | 0 | -5
CC1=NN(c2cc(Cl)cc(Cl)c2)C(=O)/C1=C/c1cccn1-c1ccc(S(N)(=O)=O)cc1 | 52* | -4
COc1ccc(CNC2CCCCCC2)c(OC)c1 | -6 | -3
O=C(CN1C(=O)C2CCCN2C(=O)c2ccc(F)cc21)Nc1cccc(F)c1 (stereo not drawn) | 5 | -7
Cc1ccc(NC(=O)N2CCC(N3CCN(Cc4ccccc4)C3=O)CC2)cc1C | -3 | -6
COc1ccc(OC)c(NC(=O)c2cccc(Cl)c2Cl)c1 | -5&-11 | 17&6
Cc1ccsc1C(=O)Nc1cccn2nc(C3CCC3)nc12 | -11 | 5
O=C(Cc1noc2ccccc12)NCCOc1ccc(F)cc1 | -15 | -3
O=C(CC1CSc2nccc(=O)n21)NCCC1=CCCCC1 (stereo not drawn) | 1 | -12
Cc1cc2c(cc1C)NC(c1ccc([N+](=O)[O-])o1)C1=C(CC(C)(C)CC1=O)N2 (stereo not drawn) | 14 | -8
O=C(N1CCN=C1SCc1ccc([N+](=O)[O-])cc1)C12CC3CC(CC(C3)C1)C2 | 0 | -1
Cc1ccc(NC(=O)CN2CCC(c3nc(-c4ccc(F)cc4)no3)CC2)c(C)c1 | -1 | -1
CCOC(=O)Nc1nc(CC(=O)Nc2ccc(S(N)(=O)=O)cc2)cs1 | 13 | 2
CCCn1ncc(N2CCC(C(=O)NCc3cnccn3)CC2)cc1=O | -1 | -4
Cc1cccc(NC(=O)N2CCCC(CCC(=O)NCc3ccccn3)C2)c1 (stereo not drawn) | 2 | -4
O=C(NCc1ccco1)c1cc2n(n1)C(C(F)(F)F)CC(c1cccs1)N2 (stereo not drawn) | 5 | -8
COc1ccc(OC)c(C2Nc3ccccc3NC3=C2C(=O)CC(c2ccccc2Cl)C3)c1 (stereo not drawn) | 25 | 0
Cc1noc(CNC(=O)C2CCN(C(=O)CSc3nc4ccccc4o3)CC2)n1 | -6 | -3
Cc1ccc(C)c(NC(=O)CN2CCC3(CC2)N=C(c2ccc(F)cc2)C(=O)N3)c1 | 51* | 8
COC(=O)c1c(C)oc2cc(Br)c(OC(C)=O)cc12 | -13 | -1
Cc1noc(-c2ccccc2Cl)c1C(=O)NCc1ccccc1Cl | -3 | 0
COc1ccccc1C(=O)Nc1c(F)c(F)c(F)c(F)c1F | 1 | -4
Cc1cc(SCC(=O)Nc2ccccc2F)nc2ccccc12 | -9 | -6
Cc1ccc(Oc2c(F)c(F)nc(N3CCCC3)c2F)cc1 | -21 | 9
Cc1cc(N2CCN(C)CC2)nc2ccc(NC(=O)c3cccnc3Cl)cc12 | 13 | -3
Cc1cc2nc3c(nc2cc1C)C(O)=C3O | / | 41
O=C(NCc1ccc2c(c1)OCO2)C1CCN(c2cccc(Br)c2)C1=O (stereo not drawn) | -4 | -4
Cc1ccc(C(=O)N2CCC3(CC2)NC(=O)N(Cc2ccc(Cl)cc2)C3=O)cc1 | 8 | -2
C/C=C/CSC1=C(C#N)C(c2cccs2)C(C(C)=O)=C(C)N1 (stereo not drawn) | -97 | -22
Cc1ccnc(N2CCCC(C(=O)NCc3ccccc3C)C2)n1 (stereo not drawn) | -11 | 0
C/C=C/c1ccc(OCCCOc2ccc(C=O)cc2OC)c(OC)c1 | 9 | -5
O=C(Nc1cc(C(F)(F)F)ccc1N1CCCCC1)c1ccncc1 | / | 10
CC(=O)NC(=NC1CCCC1)Nc1nc(C)cc(C)n1 | 0 | -8
COc1ccc(-c2ncc(NC(=O)C3CCC3)cn2)cc1 | -13 | 0
c1ccc2[nH]c(CSc3n[nH]c4nc5ccccc5n34)nc2c1 | -4 | /
CS(=O)(=O)c1ccc(N2CC(c3nnc(NC(=O)c4cccs4)o3)CC2=O)cc1 (stereo not drawn) | 53* | 0
CCOc1ccc2c(=O)c(-c3ccccc3Cl)c(C)oc2c1 | -15 | -8
NC(=O)c1cc(NC(=O)c2cccc([N+](=O)[O-])c2)cc(C(N)=O)c1 | 2 | -3
O=C(c1ccccc1)N1CCN(Cc2cccc(Cl)c2)CC1 | -2 | -2
COc1ccc(Cc2nnc3c4cnn(Cc5ccccc5)c4ncn23)cc1 | -2 | 15
Cc1ccc(NCc2ccc([N+](=O)[O-])s2)cc1 | 37 | -2
CCOc1ccccc1C(=O)Nc1cc(OC)c(Cl)cc1OC | -9 | 8
COc1ccccc1C1=NOC(C(=O)Nc2ccccc2SC)C1 (stereo not drawn) | -26 | -1
COc1cccc(NC(=O)N(CCN(C)C)C(C)c2cccnc2)c1 (stereo not drawn) | -6 | -3
Cc1ccc(-c2noc(-c3c(O)c4ccc(F)cc4n(C)c3=O)n2)cc1 | -7 | 0
Nc1c(C(=O)O)sc2nc(C3CC3)cc(-c3ccc(Cl)cc3)c12 | 31 | -2

Rewritten with two lines to a compound: part of the list above.
Second line of a record – mHTT CaM bind | Pf apPOL block
- Cc1cc(N2CCN(C)CC2)nc2ccc(NC(=O)c3cccnc3Cl)cc12
→ 13 | -3
- Cc1cc2nc3c(nc2cc1C)C(O)=C3O
→ / | 41
- O=C(NCc1ccc2c(c1)OCO2)C1CCN(c2cccc(Br)c2)C1=O (stereo not drawn)
→ -4 | -4
- Cc1ccc(C(=O)N2CCC3(CC2)NC(=O)N(Cc2ccc(Cl)cc2)C3=O)cc1
→ 8 | -2

The results go on:
SMILES | mHTT CaM bind | Pf apPOL block
O=C(Nc1ccc(Cl)cc1)ONC(=O)c1ncc(C(F)(F)F)cc1Cl | / | 0
CC1(C)CC(=O)C2=C(C1)OC1=C(C(=O)CC(C)(C)C1)C2c1cccs1 | 2 | 5
CC(=O)N1CCC(n2c(C)nc(C(=O)N3CCN(Cc4ccccc4)CC3)c2C)CC1 | 10 | -1
O=C(NC1CC(O)C(CO)C1)c1ccccc1C(F)(F)F (stereo not drawn) | -3 | -3
CC(=O)c1ccc(NC(=O)c2cn(C)nc2C)cc1 | -15 | -9
CSc1cccc(NCc2ccc([N+](=O)[O-])cc2)c1 | 36 | 4
CC(=O)c1cccc(NC(=O)CN(c2ccc(Cl)cc2Cl)S(=O)(=O)c2ccccc2)c1 | -3 | 1
CCOc1ccc(NC(=O)CN(c2ccc(F)cc2)S(C)(=O)=O)cc1 | 2 | -2
CCc1ccc(NC(=O)C2CCN(c3cncnc3N3CCOCC3)CC2)cc1 | -4 | -4
O=C(NCc1nnc2n1CCCC2)c1cccs1 | -10 | -9
CCC(C)n1c(=N)c(S(=O)(=O)c2ccccc2)cc2c(=O)n3cccc(C)c3nc21 (stereo not drawn) | -3 | -2
Cc1nc(S(=O)(=O)Nc2ccccc2C(=O)NCC2CC2)cn1C | / | -6

Individual results from above.
`CCOc1ccc(NC(=O)CN(c2ccc(F)cc2)S(C)(=O)=O)cc1` in mHTT CaM bind shows 2
`CC1(C)CC(=O)C2=C(C1)OC1=C(C(=O)CC(C)(C)C1)C2c1cccs1` in mHTT CaM bind shows 2

The list continues.
SMILES | mHTT CaM bind | Pf apPOL block
Cc1nc2ccc(I)cc2c(=O)n1C | 3 | 8
Cn1c(SCC(=O)c2ccccc2)nnc1C1COc2ccccc2O1 (stereo not drawn) | / | -14&0
COc1ccccc1NC(=O)c1ccc(-c2csc(C)n2)cc1 | -9 | -5
COc1ccc(S(=O)(=O)NCCNc2ccc(Nc3ccncc3)nn2)c(C)c1C | -8 | 0
N#CC1=CN(c2cc(F)ccc2Cl)c2ccccc2S1(=O)=O | -6 | 3
Cc1cc(N2CCC(C(=O)NCc3ccc(F)cc3)C2=O)ccc1Cl (stereo not drawn) | -1 | 4
Nn1c(Cc2ccc3c(c2)OCO3)n[nH]c1=S | -1 | /
COc1ccc(N2C(=O)C=CC2=O)c([N+](=O)[O-])c1 | 3 | 9&1
N#Cc1c(NC(=O)C2CC(=O)OC23CCCCC3)sc2c1CCCC2 (stereo not drawn) | 1 | -6
CCN1C(=O)Cc2ccccc2C1C(=O)NCc1ccccc1C (stereo not drawn) | -9 | 2
COc1cccc(OCCOc2ccccc2)c1 | -116 | 17
COc1ccc(Cl)cc1N/C=C(\C#N)c1nc(-c2ccc3c(c2)OCO3)cs1 | -5 | -12
CC(C)N1C(=O)/C(=C/c2ccc(N(C)C)cc2)SC1=Nc1ccccc1 | 0 | 0
CCCC12CN3CC(C)(CN(C1)C3c1ccccc1O)C2=O (stereo not drawn) | -4 | 5
COc1cc(CN(C)CCc2ccccn2)cc(I)c1O | -6 | 2
COc1cc(CNc2ccc(F)c(F)c2)cc(OC)c1OC | 18 | 6
CCc1cccc(NC(=O)Cc2ccccc2)c1 | -17 | -2
Cn1cccc1C(=O)N1CCC(COc2ccc(C(=O)N3CCCCC3)cc2)CC1 | 14 | -4
Cc1[nH]c(C(=O)N2CCC(CC(=O)NCCC3=CCCCC3)CC2)c(C)c1C | 18 | -3
O=C(NCc1ccc2c(c1)OCO2)c1cccc2c1OCCCO2 | / | -36
O=C(O)c1ccc(CN2C(=O)c3ccc(C(=O)O)cc3C2=O)cc1 | -2 | -2
CCCNC(=O)C1CCCN(c2nccc(C)n2)C1 (stereo not drawn) | 4 | -3
Cc1c(NC(=O)c2cccc3cnccc23)cccc1C(F)(F)F | -11 | 0
CCOC(=O)CCNC(=O)NCc1nnnn1-c1ccc(OCC)cc1 | -9 | 2
COc1ccc(C)cc1NC(=O)Cn1[nH]c(-c2ccc(F)cc2)cc1=O | -12 | -14
Cc1noc(-c2ccccc2)c1NC(=O)NCc1cccs1 | / | -1
CCN(C(=O)c1cccc(Cl)c1)C1C2CC3CC(C2)CC1C3 (stereo not drawn) | -35 | -6
Cc1cc(Cl)ccc1N1CCN(C(=O)Cc2ccccc2)C(C)C1=O (stereo not drawn) | 1 | -4
CC(=O)NC12CC3CC(CC(CC(=O)O)(C3)C1)C2 | -1&-2 | 1&6
CCn1nc(C)cc1-c1nnc(Sc2ncc([N+](=O)[O-])s2)n1C | / | -18
